Screens as filed in PubChem.
D2 antag – D2 dopamine receptor (human) antagonism; P14416; HEK293 TREx D2 cells, calcium flux, dopamine EC80; inhibition, % at 10 µM; 2% of 340,000 active; in the data active = inhibition above about 30%; note: 0% is about no effect
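Calcium mobilization kinetics were recorded at 1 s intervals in tetracycline-induced HEK293 T-REx D2 cells, first for 180 s after compound addition and then 180 s after EC80 dopamine.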
D2 agonist – activates the human D2 dopamine receptor; AID 485358; activation, % at 2 µM; HEK293 T-REx D2 cells, calcium flux agonist mode; P14416; 0.53% of 340,000 active;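 active = activation over 3 SD above normal in the single-dose calcium agonist read, cut at about 30% in these data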; note: 0% is about no effect
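HEK293 Trex D2 cells, tetracycline-induced, o/n 30 C 5% CO2; no-wash Ca dye, RT 30–90 min; 10-cycle baseline, 23 nl cpd added, kinetic Ca read 180 s; agonist hits = positive Ca response.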
TRHR enhancer – allosterically enhances the human TRH receptor; P34981; TRHR cells, fluo-8 calcium fluorescence, EC20 TRH enhancement; enhancement, % at 2 µM; 0.66% of 360,000 active; in the data active = enhancement above about 30%; note: 0% is about no effect
Target sequence (P34981 whole entry, looked up): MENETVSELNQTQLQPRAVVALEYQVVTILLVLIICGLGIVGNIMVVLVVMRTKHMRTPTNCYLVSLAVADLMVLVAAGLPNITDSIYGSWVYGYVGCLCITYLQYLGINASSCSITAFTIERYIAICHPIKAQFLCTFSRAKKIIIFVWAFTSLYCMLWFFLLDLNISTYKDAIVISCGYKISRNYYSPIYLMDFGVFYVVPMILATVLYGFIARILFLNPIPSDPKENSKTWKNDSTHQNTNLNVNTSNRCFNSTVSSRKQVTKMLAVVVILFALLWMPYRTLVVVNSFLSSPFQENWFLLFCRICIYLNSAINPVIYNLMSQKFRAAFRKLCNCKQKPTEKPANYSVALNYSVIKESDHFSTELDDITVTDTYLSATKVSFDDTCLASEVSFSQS
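Enhancer read-out: after compound pinning and an initial kinetic agonist-mode read, an EC20 of TRH (10 nM final) was injected and fluo-8 calcium signal (Ex 480/Em 530) followed at 1 s/cycle for 100 cycles in TRHR-expressing cells.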
Pin1 inhibitor – human Pin1 inhibition; Potency, µM (highest dose often 115 µM), without a hit: top-dose activity, negative = inhibition, usual class: inhibitors; AID 504891; 0.009% of 390,000 active; Pin1 FP peptide displacement, HiFluor488, 10 min; Q13526; active = well fitted inhibition curve with a large enough effect in the polarisation, with a control signal flat, not every such curve was filed as active; inconclusive = small, poorly fitted or top-dose-only effect, or effect the other way, or a change in a side signal; inactive = no such curve, though single readings can be large or run the other way; the % refers to the polarisation; note: potency is the fitted concentration of half-maximal effect; % is set by controls: 0 for no effect and ±100 for the full control effect
Target sequence (Q13526 whole entry, looked up): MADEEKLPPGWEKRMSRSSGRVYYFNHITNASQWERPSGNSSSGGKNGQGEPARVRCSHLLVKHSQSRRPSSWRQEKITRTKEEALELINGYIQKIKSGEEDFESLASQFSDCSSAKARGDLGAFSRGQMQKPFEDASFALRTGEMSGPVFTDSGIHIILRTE
IDH1 R132H inh – human IDH1 R132H inhibition; IDH1-R132H enzyme, NADPH consumption, diaphorase/resazurin fluorescence; O75874; Potency, µM (titrated, usually from 76.6 µM), for inactives: top-dose activity change, negative = inhibition, most hits filed as inhibitors; 0.093% of 390,000 active; note: potency is the fitted concentration of half-maximal effect; % is set by controls: 0 for no effect and ±100 for the full control effect; nearly all actives have a fitted effect of over 65% in size
Target sequence (O75874 whole entry R132H, stated change not applied): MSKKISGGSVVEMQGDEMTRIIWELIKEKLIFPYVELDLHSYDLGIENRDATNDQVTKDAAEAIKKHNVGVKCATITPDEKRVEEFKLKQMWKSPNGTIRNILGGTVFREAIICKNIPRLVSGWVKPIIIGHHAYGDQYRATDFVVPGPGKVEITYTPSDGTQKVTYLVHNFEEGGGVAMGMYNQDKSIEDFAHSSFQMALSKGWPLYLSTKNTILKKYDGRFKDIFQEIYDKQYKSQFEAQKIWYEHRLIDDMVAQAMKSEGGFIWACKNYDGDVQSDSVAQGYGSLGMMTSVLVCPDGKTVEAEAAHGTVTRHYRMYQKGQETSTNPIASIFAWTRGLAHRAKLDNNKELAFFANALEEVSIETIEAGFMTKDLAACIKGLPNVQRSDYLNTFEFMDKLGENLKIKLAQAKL
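IDH1-R132H (0.5 ug/mL dispensed) in pH 7.5 Tris buffer was preincubated 30 min with compound, then given a substrate mix of 0.016 mM NADPH and 2 mM alpha-KG for 80 min at room temperature; remaining NADPH was read by diaphorase/resazurin fluorescence.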
USP1-UAF1 inh – USP1/UAF1 (human) deubiquitinase inhibition | O94782 | recombinant USP1/UAF1, Ub-Rhodamine cleavage fluorescence | 0.23% of 390,000 active | Potency, µM (titrated, usually from 57.1 µM), for inactives: top-dose activity change, negative = inhibition, actives largely listed as inhibitors | AID 743255; note: potency is the fitted concentration of half-maximal effect; % is set by controls: 0 for no effect and ±100 for the full control effect; nearly all actives have a fitted effect of over 60% in size; inactives centre near -12
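1 nM enzyme complex + cpd, 15 min RT; start with Ub-Rho 150nM final; kinetic fluorescence ex 480/em 540, 6 reads q60 s. Buffer 50mM HEPES pH 7.8, 0.5mM EDTA, 0.1 mg/ml BSA, 1mM TCEP, 0.01% Tween-20.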
rTrxR1 inhibitor – inhibitors of rat thioredoxin reductase 1; 1% of 390,000 active; recombinant rTrxR1, NADPH fluorescence consumption, selenite substrate; Potency, µM (titrated, usually from 114 µM), inactives show at the top dose activity change, negative = inhibition, actives largely listed as inhibitors; O89049; note: potency is the fitted concentration of half-maximal effect; % is set by controls: 0 for no effect and ±100 for the full control effect; nearly all actives have a fitted effect of over 65% in size
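Rat TrxR1 (90 nM in the dispensed reagent) was pre-reduced with 400 uM NADPH for 5 min at room temperature, then incubated with compound for 15 min. After 400 uM selenite was added, NADPH fluorescence (Ex 340/Em 450 nm) was followed for 8 min.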
TrxR1 substrate – is turned over as a substrate by rat TrxR1. O89049. purified TrxR1 substrate turnover, NADPH consumption readout. Potency, µM (top dose mostly 114 µM), for the others: at the highest dose activity change, negative = substrate turnover. 0.01% of 390,000 active; note: potency is the fitted concentration of half-maximal effect; % is set by controls: 0 for no effect and ±100 for the full control effect; nearly all actives have a fitted effect of over 50% in size
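Rat TrxR1, dispensed at 90 nM, was prereduced with 400 uM NADPH (final) for 5 min at ~22 deg C, then incubated with compound 15 min before 400 uM selenite. A first-read NADPH fluorescence drop versus no-compound background flagged substrates.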
TRHR agonist – agonists of human TRH receptor; AID 493084; activation, % at 2 µM; 0.18% of 360,000 active; TRHR cells, calcium flux fluo-8, FDSS agonist mode; P34981; in the data active = activation above about 30%; note: 0% is about no effect
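Fluo-8-loaded TRHR cells; 10 s baseline, compound added, kinetic Ca2+ fluorescence read 1/s, agonist mode.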
* marks the source's active call; other numbers are inactive results; ? = inconclusive; . = not tested or not shown; & = joins results of further samples; [ ] = remark or other dose. Unless noted, calls come from the whole dose curve; as a rule, active = well fitted inhibition curve with a large enough effect; inconclusive = small, poorly fitted or top-dose-only effect; inactive = no such curve, though single readings can be large or run the other way.

item	mol	D2 antag	D2 agonist	TRHR enhancer	Pin1 inhibitor	IDH1 R132H inh	USP1-UAF1 inh	rTrxR1 inhibitor	TrxR1 substrate	TRHR agonist
1	CC(C)c1cc(CNC(=O)c2cc(COc3cncc(Cl)c3)on2)on1	-2	0.1	-6	-10%	10%	-12%	20%	2%	2.4
2	Cc1c(NC(=O)C2(c3ccccc3)CCOCC2)c(=O)n(-c2ccccc2)n1C	-42	-1.4	-5	-2%	-6%	-2%	0%[57.1 µM]	1%	0.0
3	O=C(O)CCNS(=O)(=O)c1ccc2c(c1)OCCCO2	7	1.5	-1	7%	4%	-9%	11%	5%	0.1
4	Cc1ccc(CC(=O)NC2CCN(C)CC2)cc1	-3	-0.9	4	-8%	-15%	-17%	-12%	-7%	0.4
5	O=C(N/N=C/c1ccccn1)c1ccc(Br)o1	-3	-0.7	19	5%	9%	-3%	-8%	-4%	1.2
6	CCC1CCCCN1CCCNC(=O)CN1C(=O)c2cccnc2Oc2ccc(Cl)cc21 (stereo unspecified)	13	0.2&0.0	7&-14	3%&0%	6%&0%	-21%&-20%	20%&19%	2%&3%	0.8&0.2
7	Nc1ccc(Sc2ccc([N+](=O)[O-])cc2)cc1	3	-0.5	-4	-2%	5%	-2%	20%[57.1 µM]	-2%	-0.6
8	CC(C)c1csc(CN2CCN(Cc3ccc(F)cc3)C(CCO)C2)n1 (stereo unspecified)	5	-1.3	7	4%	12%	-15%	23%[57.1 µM]	-14%[57.1 µM]	-1.9
9	CCOC(=O)C1CCN(C(=O)c2cccc(NC(=O)C(CC)CC)c2)CC1	-2	0.0	7	0%	4%	-7%	-7%	9%	-0.1
10	Cc1ccc(NC(=O)Cn2ccn(-c3ccccc3)c(=O)c2=O)cc1	.	-0.2	-4	-7%	-13%	-4%	-2%	-2%	-0.3
11	O=C(Nc1ccc2oc(-c3cccc(F)c3)nc2c1)c1ccc2ccccc2c1	.	-0.7	-1	0%	13%	11%	16%	9%	1.1
12	CN(C(=O)CN1CCCCCC1)c1c(N)n(Cc2ccccc2)c(=O)[nH]c1=O	-22	0.0	6	19%	0%	-17%	-15%	2%	1.0
13	CCNc1nn2ccccc2c1/C=C(\C#N)C(=O)OCC	-11	-0.7	6	-24%	4%	-14%	17%[2.29 µM]	4%[57.1 µM]	-0.4
14	Cc1c(C(=O)NC(C)c2ccccc2)sc2nc3n(c(=O)c12)CCCC3 (stereo unspecified)	.	0.2	0	2%	-15%	-18%	5%	-5%	-0.1
15	COc1cccc(CN2CCN(C3CSCCSC3)CC2CCO)c1 (stereo unspecified)	-2	0.1	0	1%	1%	-12%	6%	2%	-1.3
16	COc1cc(CC(=O)OCC(=O)Nc2sccc2C(N)=O)cc(OC)c1OC	11	2.0	-3	7%	3%	-21%	1%	-5%	0.8
17	CCOC(=O)c1c(C)[nH]c(C)c1S(=O)(=O)N1CCCC(C(=O)Nc2cccc(C)n2)C1 (stereo unspecified)	.	0.2	1	-6%	0%	-1%	5%[57.1 µM]	-1%[57.1 µM]	0.3
18	CCOC(=O)c1cccc(NC(=O)[C@@H](c2ccccc2)N2Cc3ccccc3C2=O)c1	.	0.5	-6	15%	-7%	-15%	21%	-5%	0.8
19	CCOc1ccc(NC(=O)CN(C)CC(=O)Nc2ccc(Br)cc2F)cc1OCC	-28	-1.7	-4	-4%	1%	-22%	16%[57.1 µM]	-16%[57.1 µM]	1.5
20	Cc1c(NS(=O)(=O)CC23CCC(CC2=O)C3(C)C)c(=O)n(-c2ccccc2)n1C (stereo unspecified)	2	1.1	0	6%	4%	-4%	8%	-3%	0.3
21	COCCn1c(-c2ccccc2)nc(=S)c2c1CC(C)(C)OC2	11	0.5	12	-3%	4%	-12%	-4%[57.1 µM]	-14%	0.6
22	COc1cccc(CNC(=O)Nc2cc(C(=O)NCc3cccc(F)c3)ccc2N2CCCC2)c1	.	-0.9	-4	4%	-11%	-17%	8%[57.1 µM]	0%[57.1 µM]	-1.2
23	Cc1oc(-c2ccccc2F)nc1CS(=O)CC(=O)NC1CCCCC1 (stereo unspecified)	16	-0.5	2	0%	-6%	-15%	-20%[57.1 µM]	6%[57.1 µM]	-0.7
24	Cc1nnc(SCC(=O)Nc2ccc(N(C)C)cc2)[nH]c1=O	.	-1.1	4	?	-1%	1%	30%	7%	-1.1
25	Cc1ccc(C(=O)Nc2ncccc2S(=O)(=O)c2ccccc2)cc1	-13	-0.1	-3	-6%	0%	-25%	7%	4%	-0.5
26	Cn1cc([N+](=O)[O-])c(C(=O)N2CCN(Cc3ccc4c(c3)OCO4)CC2)n1	6	-0.3	9	-4%	3%	-9%	23%	-2%	0.5
27	Cc1oc2c(CN3CCCC3)c(O)ccc2c(=O)c1Oc1ccccc1Br	-1	-2.4	5	1%	1%	-12%	30%[57.1 µM]	299%[activator][57.1 µM]	0.4
28	O=C(CSc1nnc2scc(-c3ccc(F)cc3)n12)NCc1ccco1	-15	-1.1	-3	7%	-1%	-13%	-1%	-2%	-1.5
29	Cc1ccc(N(C(=O)c2ccco2)C(C(=O)NC2CCCC2)c2cccnc2)cc1 (stereo unspecified)	6	-1.1	-4	-7%	-11%	-18%	-5%[57.1 µM]	-3%[57.1 µM]	-0.6
30	CCOc1ccccc1N=C1SC(CC(=O)Nc2ccc(OC)cc2OC)C(=O)N1CCC1=CCCCC1 (stereo unspecified)	20	0.1	4	22%	-1%	-10%	-8%	-11%	-1.0
31	Cc1cccc(N2CCN(S(=O)(=O)c3ccc4c(c3)C(C)(C)C(=O)N4C)CC2C)c1 (stereo unspecified)	-17	-1.5	-7	?	-6%	-10%	9%	-3%	0.5
32	CC1(C)C2CCC1(CS(=O)(=O)Nc1ccc(S(=O)(=O)N3CCCC3)cc1)C(=O)C2 (stereo unspecified)	-6	-3.6	2	-1%	2%	-19%	3%	-3%	0.3
33	COc1ccc(-n2c(=O)c3c(c4cc(OC)ccc4n3C)n(Cc3cccc(C)c3)c2=O)cc1	.	0.8	5	4%	22%	-22%	-6%	7%	0.2
34	O=C(NC(=S)N1CCCCC1)c1csc([N+](=O)[O-])c1	-1	0.4	-1	1%	8%	?	4%[57.1 µM]	3%[57.1 µM]	0.8
35	CC1C(=O)N2CCCc3cc(S(=O)(=O)N(C)c4ccccc4)cc1c32 (stereo unspecified)	.	.	16	-2%	-13%	-6%	?	-5%	1.2
36	CC(=O)c1ccc(NC(=O)CN(C)S(=O)(=O)c2cc3c(cc2C)NC(=O)CO3)cc1	.	0.2	-4	21%	-2%	9%	16%[57.1 µM]	5%[57.1 µM]	0.3
37	O=c1[nH]c(SCc2c(Cl)cccc2Cl)nc2ccccc12	3	0.7	-4	2%	10%	-7%	15%[57.1 µM]	-14%[57.1 µM]	0.2
38	COc1ccc(C2NC(=O)Cc3cc(OC)c(OC)cc32)cc1OC (stereo unspecified)	-5	2.0	14	0%	9%	-22%	14%	2%	0.2
39	CN(CC(=O)Nc1cccc(S(=O)(=O)NC2=NCCC2)c1)Cc1cccc(F)c1	4	-0.4	7	-1%	3%	-9%	24%	0%	-1.7
40	O=C(Oc1ccc(F)cc1)c1cccnc1	14	-0.2	2	-12%	1%	-13%	15%	-2%	0.3
41	O=C1CNC(=O)/C(=C\c2ccc(F)cc2)N1	-5	0.8	3	4%	-4%	-6%	-6%	-5%	1.4
42	CCc1c(C)nc(SCCOc2ccc(OC(C)C)cc2)[nH]c1=O	11	0.2	1	-6%	-4%	-3%	18%[11.4 µM]	7%[11.4 µM]	0.1
43	COc1ccc(CNC(=O)CC2C[C@H](C(=O)N(C(C)C)C(C)C)[C@@]3(C)c4[nH]c5ccccc5c4CCN3C2=O)cc1OC (stereo partly specified)	.	.	.	-4%	15%	-29%	2%	4%	.
44	Cc1ccccc1NC(=O)c1c(C)oc2ccc(O)c(CN3CCN(C)CC3)c12	.	.	-5	8%	-3%	-17%	16%	-2%	-0.2
45	O=C1CC(N2CCCCCC2)C(=O)N1c1ccc2c(c1)OCO2 (stereo unspecified)	-5	0.3	-1	-5%	1%	-5%	?	13%	-0.1
46	CCc1ccc(NC(=O)NNC(=O)c2cc3ccccc3cc2O)cc1	8	0.1	-2	?	-5%	-27%	6%	-2%	1.6
47	O=C(O)CCS(=O)(=O)c1cccc2cccnc12	31*	0.9	2	2%	5%	-11%	25%[57.1 µM]	14%[57.1 µM]	0.4
48	O=C(NN1C(=O)c2ccccc2NC1c1ccc([N+](=O)[O-])o1)c1ccc(Br)cc1 (stereo unspecified)	1	-0.3	4	10%	-8%	-15%	8%	-6%	0.5
49	Cc1cc(C)cc(NC(=S)N2CCC(NC(=O)c3ccc(F)cc3)CC2)c1	-15	-2.5	5	4%	8%	-4%	1%[57.1 µM]	-4%[57.1 µM]	-1.7
50	O=C(COc1ccc(S(=O)(=O)Nc2cccc(C(F)(F)F)c2)cc1)N1CCOCC1	-8	3.4	0	-6%	19%	-13%	-2%	-3%	1.2
51	N#C/C(=N\Nc1ccc(S(=O)(=O)N2CCCCC2)cc1)C(N)=S	18	1.4	2	5%	-2%	-17%	-19%[57.1 µM]	-1%[57.1 µM]	0.1
52	O=C1CCCC(=O)C1C(=O)C1CCN(S(=O)(=O)c2ccccc2)CC1	-12	-0.5	1	18%	3%	-14%	13%[57.1 µM]	9%[57.1 µM]	-2.4
53	CCOC(=O)N1CCN(C(=O)CN(c2cc(C)ccc2OC)S(=O)(=O)c2ccc(C)cc2)CC1	.	16	0	-2%	14%	-20%	-19%	-5%	3.1

Just D2 antag, TrxR1 substrate and D2 agonist (two entries from above):
no. | structure | D2 antag | TrxR1 substrate | D2 agonist
51 | N#C/C(=N\Nc1ccc(S(=O)(=O)N2CCCCC2)cc1)C(N)=S | 18 | -1%[57.1 µM] | 1.4
53 | CCOC(=O)N1CCN(C(=O)CN(c2cc(C)ccc2OC)S(=O)(=O)c2ccc(C)cc2)CC1 | . | -5% | 16

Some of the compounds tested; the hit share may differ from the screen's.
